NR2F2 inh = inhibitors of human COUP-TFII (NR2F2); actives 0.7% (n = 370,000); HEK293T NGFI-A luciferase reporter, luminescence; inhibition, % at 8.6 µM; P24468;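 active = inhibition above a per-plate cutoff, mean inhibition of test wells between control levels plus 3 SD, cut at about 38% in these data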;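 also: cells cotransfected with COUP-TFII expression vector driving the NGFI-A reporter; 0% = median of COUP-TF2 test wells and 100% = reporter-only cells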
TLR9-MyD88 inh = inhibitors of human TLR9-MyD88 binding | Q9NR96+Q99836 | CHO BLA complementation TLR9-MyD88, CCF4 FRET ratio | inhibition, % at 4.98 µM | actives 0.21% (n = 340,000) | AID 504734;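 active = inhibition above the mean over all tested compounds plus 3 SD, cut at about 21% in these data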;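 also: 0% = DMSO only wells and 100% = clavulanate BLA inhibitor control wells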
MC4R antagonist = antagonists of human melanocortin 4 receptor (MC4R). P32245. MC4R-expressing cells, MTII-stimulated cAMP, LANCE TR-FRET. inhibition, % at 6.5 µM. actives 0.48% (n = 360,000). AID 540295;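 active = inhibition above its plate's cutoff, the mean of tested wells on that plate plus 3 SD, cut at about 29% in these data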;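 also: 0% = Melanotan II alone and 100% = Melanotan II plus saturating MCL0020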
Target sequence (P32245 whole entry, looked up): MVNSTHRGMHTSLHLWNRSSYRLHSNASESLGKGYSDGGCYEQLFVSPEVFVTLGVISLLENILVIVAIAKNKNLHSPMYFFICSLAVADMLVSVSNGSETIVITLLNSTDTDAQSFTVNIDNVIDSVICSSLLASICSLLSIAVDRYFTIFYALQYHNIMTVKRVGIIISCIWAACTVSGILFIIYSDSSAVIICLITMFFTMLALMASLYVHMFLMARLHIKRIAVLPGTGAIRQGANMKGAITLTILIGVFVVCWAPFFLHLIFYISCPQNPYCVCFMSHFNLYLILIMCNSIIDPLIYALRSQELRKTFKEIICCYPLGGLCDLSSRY
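System – human MC4R-expressing U2OS cells · Also added – Melanotan II · Dosing – one concentration, 6.5 µM nominal · Timing – 30-min compound, 1-h challenge, 1-h detection, room temperature · Measured by – Eu-cAMP/anti-cAMP TR-FRET, emission 671 nm · Replicates – singlicate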
NR5A2 inv ag = inverse agonists of human LRH-1 (NR5A2). HEK293T StAR-luciferase reporter, LRH-1 transfected, 24 h. AID 602396. inhibition, % at 3.6 µM. actives 0.13% (n = 360,000);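 active = inhibition above the mean inhibition of all tested compounds plus 3 SD, cut at about 73% in these data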;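 also: 0% = DMSO wells and 100% = reporter-only cells lacking LRH-1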
LMP1 NFkB inh = Epstein-Barr LMP1 NF-kappaB reporter inhibition | inhibition, % at 12.5 µM | actives 0.69% (n = 350,000) | LMP1-induced NF-kappaB luciferase reporter cells, luminescence; in the data active = inhibition above about 41%;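 also: 0% = neutral control wells and 100% = reference inhibitor control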
MC4R ag barr = agonists of human melanocortin 4 receptor (MC4R) beta-arrestin | P32245 | activation, % at 8.9 µM | AID 540308 | U2OS MC4R beta-arrestin complementation, luminescence; percent of melanotan II response, DMSO zero | actives 0.98% (n = 360,000);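 active = activation above a per-plate cutoff, the mean activation of sample wells on that plate plus 3 SD, cut at about 8% in these data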
NCOA2 inhibitor = inhibits human steroid receptor coactivator 2; Q15596; HEK293 GAL4-SRC2 luciferase reporter, luminescence; inhibition, % at 9 µM; actives 0.17% (n = 370,000);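 active = inhibition above the mean inhibition of all tested compounds plus 3 SD, set per campaign, cut at about 52% in these data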;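 also: 0% = DMSO treated cells and 100% = cells given Gossypol at 36 µM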
NCOA3 inh = human NCOA3 inhibition; HEK293 GAL4-SRC3 luciferase reporter, luminescence; inhibition, % at 3.6 µM; actives 0.17% (n = 360,000); AID 588352;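 active = inhibition above a per-campaign cutoff, the mean of all compounds plus 3 SD, cut at about 60% in these data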;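 also: 0% = DMSO-treated cells and 100% = gossypol-treated cells at 36 µM; higher means less SRC3-driven luciferase light from the GAL4 reporter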
NOD2-RIPK2 inh = blocks binding of human NOD2 to RIPK2; O43353; CHO BLA complementation NOD2-RIPK2, CCF4 ratio; inhibition, % at 4.98 µM; actives 0.38% (n = 360,000); AID 624267; in the data active = inhibition above about 21%;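 also: 0% = vehicle only and 100% = reference blocker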
Target sequence (O43353 whole entry, looked up): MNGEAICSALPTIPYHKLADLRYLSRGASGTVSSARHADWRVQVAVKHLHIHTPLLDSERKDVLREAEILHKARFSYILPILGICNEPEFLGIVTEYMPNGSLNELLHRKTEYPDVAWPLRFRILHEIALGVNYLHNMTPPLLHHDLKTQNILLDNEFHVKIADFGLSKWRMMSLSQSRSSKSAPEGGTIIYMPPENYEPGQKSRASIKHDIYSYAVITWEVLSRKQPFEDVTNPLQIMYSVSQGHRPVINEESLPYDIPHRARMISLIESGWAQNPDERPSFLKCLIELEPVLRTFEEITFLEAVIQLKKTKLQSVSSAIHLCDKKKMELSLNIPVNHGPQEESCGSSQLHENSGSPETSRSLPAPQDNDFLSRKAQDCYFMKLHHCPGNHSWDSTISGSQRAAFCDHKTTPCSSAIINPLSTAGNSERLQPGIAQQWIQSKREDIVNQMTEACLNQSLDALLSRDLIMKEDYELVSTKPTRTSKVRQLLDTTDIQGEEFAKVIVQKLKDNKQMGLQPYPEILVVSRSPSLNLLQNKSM
NCOA1 inh = inhibitors of human steroid receptor coactivator 1 (SRC1) | actives 0.12% (n = 360,000) | HEK293 GAL4-SRC1 luciferase reporter, luminescence | Q15788 | inhibition, % at 3.6 µM;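 active = inhibition above the campaign mean plus 3 SD, with each screening campaign given its own cutoff, cut at about 60% in these data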;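 also: 0% = DMSO treated cells and 100% = gossypol at 36 µM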
ABHD5-PLIN5 inh = inhibitors of human ABHD5-perilipin-5 interaction; Q00G26+Q8WTS1; Split G. princeps luciferase complementation, luminescence, 4 h; inhibition, % at 4 µM; actives 0.78% (n = 360,000);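 active = inhibition above the mean inhibition across every tested compound plus 3 SD, cut at about 22% in these data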;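 also: 0% = DMSO only wells and the 100% control is not disclosed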
An asterisk follows results filed as active; / = no result given. The list is partial (hit frequency here may not be typical).

SMILES	NR2F2 inh	TLR9-MyD88 inh	MC4R antagonist	NR5A2 inv ag	LMP1 NFkB inh	MC4R ag barr	NCOA2 inhibitor	NCOA3 inh	NOD2-RIPK2 inh	NCOA1 inh	ABHD5-PLIN5 inh
C=C(C)CCOC(=O)C(CC(=O)O)NCc1ccco1 (stereo unspecified)	-28.2	6.4	14.8	-0.3	-9.6	-0.1	-20.0	-2.2	-1.9	-16.2	-0.4
COc1cccc(-n2nnc(S(=O)(=O)c3ccc(C)cc3)c2N)c1	13.2	0.8	3.9	-1.2	-2.8	-3.0	2.2	11.7	-4.0	5.2	-1.2
O=C(NCCc1c[nH]c2ccccc12)N[C@@H](Cc1ccccc1)C(=O)O	5.2	3.3	12.3	-9.3	-6.9	-0.9	19.8	-50.0	-5.4	-4.9	-1.2
Cc1ccc(Nc2nc(C(=O)N3CCC(C(=O)NCc4ccccc4)CC3)cs2)cc1	-3.7	1.6	9.1	16.0	-9.5	-2.5	-30.3	-0.7	-6.7	-22.2	-3.9
CCN(CC)CCOC(=O)C1(c2ccc(OC)c(OC)c2)CCCC1	/	-6.4	12.5	-16.0	-7.6	2.8	/	-3.3	-11.3	-47.1	-1.3
COc1cc2c(cc1OC)C1(C)N(CC2)C(C(C)=O)=NN1c1ccc(Cl)cc1 (stereo unspecified)	-15.1	/	0.1	11.5	/	-0.3	13.7	14.3	16.1	16.0	5.8
CC(NC(=O)c1cc2c(=O)n3ccccc3nc2n(CC2CCCO2)c1=N)c1ccccc1 (stereo unspecified)	1.8	-28.4	11.4	11.1	2.9	-0.1	-21.2	11.0	-12.0	1.3	-3.0
CCCCOc1ccc(C(=O)NCC(=O)NCc2ccncc2)cc1	2.6	-1.4	5.9	4.5	-5.4	-1.2	2.3	7.6	0.1	-50.3	8.7
CC(=O)Nc1ccc(S(=O)(=O)N2CCN(S(=O)(=O)c3cccs3)CC2)cc1	10.6	-0.7	5.7	-6.0	0.1	-2.6	16.4	12.2	-5.1	-15.2	2.8
Cc1cccn2c(CNC3CCCc4ccccc43)c(C(=O)N3CCOCC3)nc12 (stereo unspecified)	7.3	4.7	11.5	8.9	5.6	3.0	19.1	11.6	-4.4	6.2	-5.1
O=C(CN1C(=O)NC2(CCCC2)C1=O)Nc1cc(Cl)ccc1N1CCCC1	3.0	2.4	-3.0	2.8	/	-1.2	7.2	4.8	-0.5	14.2	4.3
COC(=O)Nc1cc(C(F)(F)F)ccc1N1CCN(c2ccccc2)CC1	-2.8	2.4	7.0	-30.1	12.6	2.8	-10.7	15.5	-11.9	-11.1	-2.4
N#Cc1ccc(CN(c2ccncc2)S(=O)(=O)c2ccccc2)cc1	-15.0	6.8	0.6	12.1	-1.8	-1.9	-4.1	-7.3	-2.9	-18.8	3.2
CC1CCCN(CCCNC(=O)c2ccc(CS(=O)(=O)Cc3cccc(Cl)c3)o2)C1 (stereo unspecified)	-6.2	8.7	-1.5	6.6	-20.0	0.4	-0.6	2.3	-12.0	4.0	3.2
c1ccc(CN=C2NN=C(c3cc4ccccc4o3)CS2)cc1	4.2	-1.0	-5.3	-0.7	-1.6	2.8	15.6	10.6	-15.7	-3.1	2.9
CC(C)CC(=O)Nc1ccccc1Oc1ccccc1	-5.1	-4.0	1.4	-2.3	-1.2	-0.3	-1.3	11.0	7.5	-10.9	-1.4
CCCCN(C(=O)CSCC(=O)Nc1cccc(C)c1)c1c(N)n(Cc2ccccc2)c(=O)[nH]c1=O	16.4	11.8	8.9	-15.3	-13.2	-1.6	18.3	-14.8	7.7	-41.7	-5.8
Cc1nc(C(F)(F)F)c(C(=O)N/N=C(\N)c2cccnc2)s1	-16.2	2.8	-10.4	3.7	-7.9	-2.3	-10.1	19.2	-11.6	-8.7	0.3
CN(CC(=O)Nc1ccc(F)cc1)C(=O)COC(=O)C1CCN(c2ccc(C(F)(F)F)cn2)CC1	-2.1	-8.4	4.4	-1.9	-2.0	3.2	-9.6	-4.0	-4.6	-1.6	-1.8
Cn1c(=O)c2ncn(CC(=O)Nc3nc(-c4ccc(Cl)cc4)cs3)c2n(C)c1=O	5.5	1.3	5.6	-10.4	-14.2	-3.0	-49.3	12.0	2.9	0.2	-2.5
CCOc1ccc(C(=O)NCC(=O)NCC(c2ccc(OC)cc2)N2CCOCC2)cc1OCC (stereo unspecified)	4.8	6.6	1.2	4.0	2.3	-1.9	-3.6	-29.8	-9.7	-12.9	3.6
O=C(NCc1cccnc1)c1ccc(-c2ccccc2[N+](=O)[O-])o1	-12.6	-14.6	7.8	2.5	-9.1	2.0	-29.9	-6.4	-10.8	2.5	-3.4
COc1ccccc1NS(=O)(=O)c1cc(C(=O)N2CCN(C(=O)c3ccco3)CC2)ccc1F	13.6	6.3	12.0	5.6	3.2	1.1	15.6	9.6	-9.6	2.0	4.8
Cc1ccccc1CC1(CO)CCCN(C(=O)c2ccoc2)C1 (stereo unspecified)	0.9	1.7	-1.6	11.0	-4.9	-0.3	-12.1	8.3	-2.0	-39.8	-2.8
CSCC(C)N1CCC(n2nccc2NC(=O)CCOc2ccccc2)CC1 (stereo unspecified)	-13.9	-12.2	3.6	11.8	-7.1	-2.8	-43.8	-0.8	-3.3	-27.2	-0.2
CSc1ccccc1NC(=O)CO/N=C(\C)c1cc2ccccc2o1	-12.6	11.2	6.2	-1.2	18.4	0.8	-2.9	1.8	1.2	-17.8	0.9
Cc1cccc2cc(C#N)c(N3CCC(O)CC3)nc12	-16.3	-5.7	-2.9	20.3	-3.4	0.1	12.2	4.4	2.1	0.2	13.8
O=C1c2ccccc2C(=O)N1OCc1c(F)cccc1Cl	-0.8	8.5	0.3	0.0	7.5	-2.2	14.0	2.1	-9.9	-33.5	4.1
O=C(N/C=C/c1ccco1)NCc1ccccc1	3.0	2.4	0.6	10.3	4.9	1.3	-11.1	9.2	-1.9	-8.8	1.6
COc1ccc(NC(=O)Nc2cccc3ccccc23)c(OC)c1	-2.2	7.9	-1.8	14.7	5.3	-2.1	12.1	8.8	3.2	-3.4	3.6
COC(=O)C1CC(c2ccc(Cl)cc2)=NO1 (stereo unspecified)	8.8	4.6	13.4	-17.1	-1.4	-0.9	-2.8	15.0	-2.4	2.8	0.3
O=C(COc1ccccc1[N+](=O)[O-])Nc1cccc(C(=O)Nc2ccccc2C(=O)O)c1	12.8	-5.0	-2.9	4.2	-9.8	-1.6	4.0	6.8	-1.0	12.3	8.2
COc1ccc(C(=O)Nc2ccnn2C2CCN(CCC(C)c3ccc(C)o3)CC2)cc1 (stereo unspecified)	0.8	-3.3	7.6	-11.3	10.0	-2.2	-32.3	-20.2	1.5	2.7	-2.7
Cc1c(NC(=O)COC(=O)/C=C/c2ccccc2Br)c(=O)n(-c2ccccc2)n1C	6.3	3.9	8.9	-26.6	0.6	-1.1	-33.5	1.9	-4.9	-8.6	-8.2
CN1CCN(C(=S)c2ccc(N(C)C)cc2)CC1	-8.8	-2.3	-8.0	4.3	8.7	2.4	-34.0	10.1	5.3	2.7	-11.6
COc1ccc(C2N(C(=O)c3ccccc3)CCN2C(=O)c2ccccc2)cc1	-13.8	-1.5	2.7	-2.7	-12.0	-1.2	-15.9	3.5	-0.2	0.6	-3.0
C1=CC2=NC34CCCCC3CC3=C(CCCC3)N4C2=CC1=NC1CCCCC1 (stereo unspecified)	/	1.0	3.0	-5.6	-13.3	1.2	/	7.5	6.0	12.8	1.6
O=C(COc1ccc(Cl)cc1Cl)N1CCCC1	-12.8	12.1	-3.6	-17.5	-0.6	4.9	-0.2	13.6	-7.6	12.5	4.8
COc1cccc(OC)c1OCCCOc1ccc([N+](=O)[O-])cc1Cl	-13.9	-1.9	12.2	-15.3	9.1	-1.6	-2.5	12.6	-7.8	12.3	-1.1
Cc1ccc(C2=NN(CC(=O)NCc3cccs3)C(=O)CC2)cc1	7.2	-11.7	0.2	-13.3	-3.0	1.9	-8.5	16.0	-9.3	6.0	2.4
O=C(NCc1cccs1)c1cc(-c2cccs2)on1	-27.8	-4.9	9.9	-56.4	-1.8	0.2	-46.0	-72.0	0.4	-111.4	-0.7
Cc1ccc2c(c1)CC(C)N2S(=O)(=O)c1nnc(NC(=O)CC(C)C)s1 (stereo unspecified)	7.9	-2.9	3.8	1.3	-1.9	5.0	3.8	17.2	0.6	19.6	-0.7
Cc1cc(C)cc(NC(=S)N2CCCC2)c1	6.2	1.2	-0.6	2.5	0.2	-1.8	-10.4	-25.1	-8.9	5.9	4.7
COc1ccccc1CCNC(=O)C1(C)CC1(Cl)Cl (stereo unspecified)	4.9	6.6	1.7	-15.8	1.9	-2.1	-1.6	3.0	10.8	1.0	-3.1
O=C(CSc1nnc2ccc3ccccc3n12)N1CCOCC1	-21.7	-12.1	17.9	-43.3	-8.3	-0.7	-6.4	-27.3	0.0	-62.7	5.0
O=C(NCC1CCCO1)c1cccc(S(=O)(=O)N2CCOCC2)c1 (stereo unspecified)	-1.0	2.8	5.1	-4.7	-2.5	-2.7	-25.5	24.9	2.0	-9.0	-5.9
CCOC(=O)c1ccc(NC(=S)N2CCN(c3ccc(N4CCOCC4)nn3)CC2)cc1	-0.4	-3.5	19.9	-10.5	-3.5	-1.4	-31.0	10.3	-6.7	-12.6	-2.7
Cc1ccccc1OCCC(=O)Nc1cc(S(=O)(=O)N2CCOCC2)ccc1OC(C)C	10.1	-9.7	12.6	-5.6	-4.5	-3.7	-17.7	5.8	-11.9	2.1	-6.7
CCC(C)NCCCOc1ccc([N+](=O)[O-])cc1 (stereo unspecified)	-8.8	-5.0	15.0	3.0	-5.9	0.3	8.6	5.1	5.3	5.2	0.2
CC(C)C[C@@H](CN1CCC[C@@H]1CN1C(=O)C(=O)NC[C@@H]1Cc1ccccc1)N1C[C@H](Cc2ccc(O)cc2)N(CC2CCCCC2)C(=O)C1=O	-1.0	0.7	12.4	-14.6	4.0	3.5	-7.1	4.7	-4.9	-1.2	-4.7

Compound profiles, as listed above. Values in the order: NR2F2 inh, TLR9-MyD88 inh, MC4R antagonist, NR5A2 inv ag, LMP1 NFkB inh, MC4R ag barr, NCOA2 inhibitor, NCOA3 inh, NOD2-RIPK2 inh, NCOA1 inh, ABHD5-PLIN5 inh
Entry for CSc1ccccc1NC(=O)CO/N=C(\C)c1cc2ccccc2o1 = -12.6, 11.2, 6.2, -1.2, 18.4, 0.8, -2.9, 1.8, 1.2, -17.8, 0.9
Entry for COc1ccccc1CCNC(=O)C1(C)CC1(Cl)Cl (stereo unspecified) = 4.9, 6.6, 1.7, -15.8, 1.9, -2.1, -1.6, 3.0, 10.8, 1.0, -3.1

From PubChem BioAssay
